# Screening results as filed in PubChem.
# S1P3 agonist: activates the human S1P3 receptor | Q99500 | S1P3 NFAT-BLA reporter cells, agonism, FRET ratio; relative to 1 µM S1P, basal subtracted | activation, % at 4.5 µM | 60,000 compounds, 0.1% hits | AID 373;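 active means activation above the screen-wide mean plus 3 SD, cut at about 4.5% in these data, passing the limit was not always enough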; further: some compounds called inactive have numbers as strong as hits
#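 Assay system: stable CHO line with human S1P3, Gα16, NFAT-BLA reporter; Detection: FRET β-lactamase substrate fluorescence, excitation 405 nm, 460/535 nm emission ratio, background-subtracted; Read-out: percent activation versus median 1 µM S1P response, basal-subtracted, per plate; Incubation: cells plated overnight, compound 4 h 37 °C, substrate 2 h RT.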
# M1 ag: activates the M1 muscarinic receptor | CHO-M1 cells, Fluo-4 calcium fluorescence, agonist mode; stronger effect = higher value | B-score at 10 µM | 64,000 compounds, 3% hits | AID 626;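 active means fluorescence rise, raw or as B-score row- and column-corrected plate score, outside the 99.7% band of its plate's samples, either direction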
# Jurkat tox 60K: cytotoxic compounds reducing Jurkat cell viability. inhibition, % at 4 µM. Jurkat E6.1 viability, ATP luminescence, 48 h. 56,000 compounds, 1.2% hits;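 active means inhibition above the mean inhibition of all tested compounds plus 3 SD, cut at about 28% in these data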
# HEK293 NFkB inh: lowers PMA/ionomycin-induced NF-kB signal in HEK293 cells. HEK-293 NF-kB luciferase reporter, luminescence. inhibition, % at 3 µM. 62,000 compounds, 0.21% hits. AID 465;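 active means inhibition above the mean of all tested compounds plus 3 SD, cut at about 40% in these data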;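 further: 0% = stimulated DMSO wells and 100% = 10 µM reference inhibitor 5653914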
#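 Timing: 1 h pretreatment, 16 h stimulation, 37 °C; system: HEK-293 cells with stable firefly luciferase reporter driven by four HIV NF-kB elements; doses: 3 µM once, 0.30% DMSO; measured by: luciferase luminescence; control set: DMSO and 10 µM reference inhibitor; repeats: single test; reagent: PMA plus ionomycin mix as NF-kB-activating stimulus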
# Ec RNAP inh: Escherichia coli RNA polymerase inhibition | inhibition, %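 (tested at 10 µM)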 | AID 559 | 62,000 compounds, 0.2% hits | E. coli RNA polymerase, fluorescence transcription assay; in the data active means inhibition above about 20%;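 further: 0% = enzyme without compound and 100% = no enzyme blank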
# TNAP act mid DEA: human TNAP activation, intermediate phosphate acceptor. P05186. activation factor at 20 µM. 64,000 tested, under 10 active. purified TNAP, CDP-star luminescence, 100 mM DEA, 30 min; stronger effect = higher value; scale: 0 levamisole-inhibited, 1 vehicle-only enzyme;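 active means activation factor of at least 2 at 20 µM, relative to controls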
# Target sequence (P05186 whole entry, looked up): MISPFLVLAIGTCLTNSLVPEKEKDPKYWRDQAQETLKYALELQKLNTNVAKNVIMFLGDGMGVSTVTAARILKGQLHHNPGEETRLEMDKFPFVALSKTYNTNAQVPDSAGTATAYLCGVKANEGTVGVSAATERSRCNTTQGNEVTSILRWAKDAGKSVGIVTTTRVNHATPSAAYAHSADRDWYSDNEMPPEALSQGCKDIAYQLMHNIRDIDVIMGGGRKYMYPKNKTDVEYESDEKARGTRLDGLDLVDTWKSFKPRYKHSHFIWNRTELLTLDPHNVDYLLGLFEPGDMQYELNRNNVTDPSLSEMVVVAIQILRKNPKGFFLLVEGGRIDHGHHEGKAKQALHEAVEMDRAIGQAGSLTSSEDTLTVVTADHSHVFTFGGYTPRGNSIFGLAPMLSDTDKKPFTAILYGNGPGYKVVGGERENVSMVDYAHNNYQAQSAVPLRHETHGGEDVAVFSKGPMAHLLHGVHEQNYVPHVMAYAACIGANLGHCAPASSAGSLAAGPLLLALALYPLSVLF
# M1 antag: antagonists of rat M1 muscarinic receptor; P08482; CHO-M1 cells, Fluo-4 calcium, ACh EC80 antagonist mode; stronger effect = lower value; B-score at 10 µM; 64,000 compounds, 3.4% hits;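 active means calcium fluorescence response, raw or row-and-column corrected B-score, differing from the plate sample mean either way at a set confidence level, mostly lower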
# S1P1 ag pot: activates or potentiates agonism at human S1P1 receptor | activation, % at 9.5 µM | P21453 | 56,000 compounds, 0.57% hits | S1P1 CRE-bla cells, forskolin, beta-lactamase FRET, potentiator mode; S1P1 agonist co-added at EC20, 2 nM; 100% = saturating reference agonist, 0% = basal | AID 449;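 active means activation above a cutoff set at the mean activation of all tested compounds plus 3 SD, cut at about 54% in these data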;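 further: forskolin at 4 µM as EC80 and the EC20 agonist is SEW2871; 100% = SEW2871 at its EC100 plus forskolin at EC80; some compounds past the cut are filed as inactive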
# D1 allo mod: allosterically modulates the human D1 dopamine receptor; 58,000 compounds, 5.9% hits; HEK293 D1, CRE-luciferase, dopamine EC30 potentiation; actives deviate in either direction; B-score at 10 µM;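 active means luminescence count or its row- and column-corrected plate score outside the 99.7% band of the plate's sample wells, on either side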
# Target sequence (P21728 whole entry, looked up): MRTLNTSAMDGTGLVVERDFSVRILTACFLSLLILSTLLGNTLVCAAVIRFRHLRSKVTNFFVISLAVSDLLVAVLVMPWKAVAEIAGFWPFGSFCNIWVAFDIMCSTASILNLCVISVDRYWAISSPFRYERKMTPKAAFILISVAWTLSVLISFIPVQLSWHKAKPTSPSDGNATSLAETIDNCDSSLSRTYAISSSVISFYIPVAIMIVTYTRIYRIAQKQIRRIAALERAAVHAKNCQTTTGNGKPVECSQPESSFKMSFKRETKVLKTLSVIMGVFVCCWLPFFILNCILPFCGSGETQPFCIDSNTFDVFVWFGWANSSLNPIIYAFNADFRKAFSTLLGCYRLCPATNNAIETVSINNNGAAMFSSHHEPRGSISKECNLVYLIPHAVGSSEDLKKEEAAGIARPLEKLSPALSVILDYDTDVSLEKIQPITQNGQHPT
# Numbers without * were called inactive; x = no result given. Compounds were not picked by outcome. Share with any hit: about 12%.
SMILES,S1P3 agonist,M1 ag,Jurkat tox 60K,HEK293 NFkB inh,Ec RNAP inh,TNAP act mid DEA,M1 antag,S1P1 ag pot,D1 allo mod
COC(=O)c1cc2ccsc2n1CC(=O)Nc1cc(C)cc(C)c1,-0.8,-1.4,-4,11,-4,0.8,0.099,-1,0.93
COc1ccc2[nH]c(C)c(C(=O)CN3CCc4cc(OC)c(OC)cc4C3)c2c1,0.1,-0.16,x,x,-1,0.8,0.48,-8,x
Cc1ccccc1NC(=O)N1CCCC(c2nc(-c3ccc(F)cc3)no2)C1 (configuration not stated),-0.6,-1.6,0,6,-3,0.9,-0.61,15,-0.18
CCOC(=O)c1oc2c(CN3CCCCC3C)c(O)ccc2c(=O)c1-c1ccc(OC)c(OC)c1 (configuration not stated),0.1,2.5,-7,8,10,1,-0.24,x,0.45
O=S(=O)(Nc1cccc(C(F)(F)F)c1)c1cnc[nH]1,-0.9,-0.57,0,10,8,1,0.62,5,-0.86
CC(C)=CC(=O)OCC(=O)Nc1ccc(F)cc1Cl,-0.3,0.18,-9,11,5,0.9,-1.2,5,x
CCOCC(=O)Nc1nc2ccc(S(C)(=O)=O)cc2s1,-0.9,0.76,10,16,7,0.9,0.35,-10,-0.12
CCOc1cccc(OCCOCCN(C)Cc2ccccc2)c1,-1.3,-0.21,5,0,5,1,-0.16,18,x
CC(=O)Nc1cccc(NC(=O)CSc2nnc(Cc3cccn3C)n2CCc2ccccc2)c1,-0.5,0.1,1,11,-1,0.9,-1.9*,-17,0.42
O/N=C1\CC(O)Cc2nonc21 (configuration not stated),-1.0,0.022,-5,7,11,0.9,-0.12,-4,0.6
COc1cccc(-c2ccc(-c3noc(-c4ccccc4F)n3)c(OC)n2)c1,-1.0,15*,6,11,-1,0.9,0,x,1.4
CN1CCC2(CC1)Nc1nc(SCc3ccc(Cl)cc3)nn1C1=C2CN(C)CC1,1.6,-0.086,-1,-8,4,0.9,-1.6,18,-0.11
COc1cccc(C(=O)Nc2cc(NC(=O)c3ccco3)ccc2OC)c1,x,0.74,x,8,9,0.9,-0.015,x,1
O=C(O)Cn1cc(C(=O)C2CC2)c2ccccc21,-0.9,0.12,3,11,6,0.9,0.13,x,-0.21
CN1CC(=O)N(CC(=O)Nc2ccc(F)cc2)c2ccccc2C1=O,-0.2,-0.56,-5,24,-2,0.9,-0.59,1,-0.21
Cc1ccc(N=Cc2nc(-c3ccco3)oc2O)cc1,0.4,-0.46,-4,-15,9,0.9,-0.53,23,-1
Cc1cc2ncn(CCOc3ccccc3C#N)c2cc1C,-1.1,-0.22,-2,11,2,1.1,0.43,6,0.17
O=C(COC(=O)C1=COCCO1)Nc1ncc(C(F)(F)F)cc1Cl,0.4,-0.57,0,9,4,0.9,0.47,-9,-0.8
CCOC(=O)N1CCC(NC(=O)c2ccc3c(c2)sc2nc(-c4cccc(OC)c4)cn23)CC1,-0.8,1.5,35*,12,4,0.9,-1.2,-20,-2.6*
COc1ccc(CCNC(=O)COc2ccc(S(=O)(=O)N3CCOCC3)cc2)cc1OC,-0.1,0.41,-3,12,4,0.9,-0.25,x,2.4
Cn1cccc1C1(C(F)(F)F)NCCNC1=O (configuration not stated),0.1,0.014,-8,6,-5,0.9,1.1,-20,-0.51
CCOc1ccc(NC(=O)CSc2nc3c(c(=O)n2C)SC(C)C3)cc1 (configuration not stated),-0.5,0.042,4,19,8,1,0.55,-5,0.093
COC(=O)c1cn(NC(=O)c2cnccn2)c(=O)c2ccccc12,x,-0.13,x,22,3,0.9,-0.17,x,-0.88
O=C1c2ccccc2-c2c1cccc2C(=O)N(CCO)CCO,-1.6,0.5,-2,9,6,0.9,0.87,-13,-1.2
CC1=C(C(N)=O)C(c2cccnc2)n2nc(-c3cccc(C)c3)nc2N1 (configuration not stated),-0.3,-0.61,1,5,10,1,0.67,0,0.028
CC1(C)CC(CCNC(=O)c2ccco2)CC(C)(C)N1,-1.1,-0.046,-12,-3,9,0.9,0.084,-9,-0.12
CC(C)NC(=O)Cn1nnc(-c2ccc(Cl)cc2)n1,-1.0,1.7,-3,8,2,1,0.71,-27,0.18
O=C(c1cnc(N2CCN(c3ncccn3)CC2)c2ccccc12)N1CCN(c2ccccn2)CC1,0.1,12*,10,22,3,0.9,-1.3,20,-1.5
CCCOc1ccc(C(=O)C(c2ccccc2)N2CCOCC2)cc1 (configuration not stated),-0.1,-0.59,1,1,6,0.9,-0.12,-8,-0.63
CC(=O)Nc1ccn(-c2ccccc2)n1,-0.2,-1.7,0,1,-12,0.9,0.44,0,0.026
CC(=O)Nc1ccc(S(=O)(=O)N2CCN(Cc3ccncc3)CC2)cc1,-0.6,-0.73,6,16,7,0.9,-0.092,x,0.025
CC(=O)c1c(C)nn(CCC(=O)O)c1C,-0.2,-0.18,-6,8,2,1,0.88,-14,-0.26
COc1ccc(CC(=O)N2CC(=O)N(CCc3ccccc3)C(=O)C2)cc1,-0.7,-1.3,9,3,-3,0.9,-0.11,2,0.2
O=C(Cn1c(-c2ccco2)nc2ccccc21)N1CCCCC1,-1.2,1.1,8,18,2,1,0.47,-17,-0.017
CCCCNC(=O)N(C)c1nncnc1C(=O)NC,0.0,0.45,x,x,7,1,0.55,5,x
Cc1cccn2c(=O)c3cc(C(=O)N4CCc5ccccc5C4)n(C)c3nc12,0.6,-0.29,-2,0,-15,1,-0.19,-25,-0.44
Cc1cc(C)n2nc(SCC(=O)c3ccc[nH]3)nc2n1,0.1,-0.27,-9,12,7,0.9,0.11,-7,0.67
CCOC(=O)N1CCC(N(CCOC)C(=O)Nc2ccc(Cl)cc2)CC1,-1.4,0.37,-6,15,1,0.8,-0.023,-2,1.9
Cc1ccc(N2C(=O)c3ccc(C(=O)N4CCN(c5ccccc5F)CC4)cc3C2=O)cc1,1.3,-0.15,-18,8,3,1,0.21,16,-0.049
O=C(c1csc2c1CCCC2)N1CCN(c2ncccn2)CC1,-0.1,-0.53,0,-5,8,1,-0.51,-10,0.14
Cn1nnnc1SCc1nc2ccccc2[nH]1,-1.1,-0.32,-1,-1,2,0.9,0.79,x,-0.026
CCCC(=O)Nc1ccccc1NC(=O)CCC,-0.7,-0.42,-2,2,9,0.8,-0.64,5,-1.3
CCc1cc2c(=O)n(N)c(CCC(=O)O)nc2s1,-0.5,-0.037,-2,7,6,0.9,-0.14,x,-0.0079
Cc1c(N=C2Nc3cccc4cccc2c34)c(=O)n(-c2ccccc2)n1C,-1.0,0.21,1,18,3,0.9,-0.79,2,x
Cc1ccc(C)c(N2CCN(C(=O)C3CCCN(S(=O)(=O)c4c(C)noc4C)C3)CC2)c1 (configuration not stated),-0.3,0.24,9,21,3,0.9,-0.22,2,x
Cc1ccc(C(=O)Nc2nc3ccccc3n2CCN2CCCC2)cc1,-0.5,1,-2,-38,3,1,-0.076,-44,-2.8
COc1c2c(nc3ccccc13)OC(C(C)(O)COC(C)=O)C2 (configuration not stated),-1.5,0.0011,6,12,3,0.9,-0.43,-17,0.93
Cc1cc(C(=O)N2CCC(C(F)(F)F)n3nccc32)on1 (configuration not stated),-1.1,0,1,6,0,0.9,-0.023,-2,-0.0046
c1ccc2c(N3CCCCC3)nc(N3CCCC3)nc2c1,-0.6,0.0045,7,-2,x,x,-2.6*,x,-1.3
CSc1nsc(SCC(=O)N2CCN(c3ccccc3)CC2)n1,-1.4,x,-3,-7,-2,1,x,-7,0.83
Cc1ccccc1CSc1nnc(C)c(=O)[nH]1,-0.3,-0.0018,2,7,-13,0.9,0.25,-6,-0.11
CC1(C)CC(=O)C=C(NCCCN2CCCC2=O)C1,-1.0,2,-4,12,x,x,-0.011,-7,0.014
O=c1oc2ccccc2c(O)c1CN1CCCCC1,0.3,0.13,-7,1,9,0.8,-0.012,8,-0.16
O=C(NC1CCCC1)c1cccnc1N1CCCCCC1,0.5,0.37,-4,15,7,0.9,0.47,-7,-0.017
CCOC(=O)CSc1nc2ccccc2c(=O)n1C,-3.4,-0.074,x,x,x,0.9,-1.8,6,x
Cc1cc(OCC(=O)Nc2cc(-c3nn4c(C)nnc4s3)ccc2C)ccc1Cl,0.9,0.072,-10,-2,0,0.9,-0.18,-10,-0.2
Nc1nonc1/C(=N/O)N1CCCC1,0.1,0.29,-6,16,5,0.9,0.31,8,0.48
Cc1cc(=O)n2[nH]cnc2n1,0.1,0.63,x,x,7,0.9,0.11,2,x
Cc1ccc(S(=O)(=O)CCC(=O)OCC(=O)Nc2cc(C)on2)cc1,0.0,0.37,-5,12,2,1,0.16,-2,-0.2
O=C(NC1CCCCCCC1)c1ccccc1O,-0.3,-0.22,4,-18,4,1,-2.2*,-1,0.12

# Complete entries from above.
# `Cc1c(N=C2Nc3cccc4cccc2c34)c(=O)n(-c2ccccc2)n1C` is listed as S1P3 agonist: -1.0; M1 ag: 0.21; Jurkat tox 60K: 1; HEK293 NFkB inh: 18; Ec RNAP inh: 3; TNAP act mid DEA: 0.9; M1 antag: -0.79; S1P1 ag pot: 2; D1 allo mod: x
# `Cc1ccc(C(=O)Nc2nc3ccccc3n2CCN2CCCC2)cc1` is listed as S1P3 agonist: -0.5; M1 ag: 1; Jurkat tox 60K: -2; HEK293 NFkB inh: -38; Ec RNAP inh: 3; TNAP act mid DEA: 1; M1 antag: -0.076; S1P1 ag pot: -44; D1 allo mod: -2.8

# (cont.)
SMILES,S1P3 agonist,M1 ag,Jurkat tox 60K,HEK293 NFkB inh,Ec RNAP inh,TNAP act mid DEA,M1 antag,S1P1 ag pot,D1 allo mod
COc1cccc(CNC(=O)CN(C)S(=O)(=O)c2cnc[nH]2)c1,-0.1,-0.67,-1,3,0,0.9,-0.53,-2,-0.21
CCCCc1ccc(S(=O)(=O)NCCc2ccncc2)cc1,-1.4,1.2,12,8,4,0.8,-1.1,19,x
CN1CCN(C(=O)c2ccc(CS(=O)(=O)c3c(Cl)cccc3Cl)o2)CC1,0.6,-0.57,-7,6,4,0.8,-0.075,-5,-0.74
NC(=O)NC(Cc1ccccc1)C(=O)NCC1(N2CCCCC2)CCCCC1 (configuration not stated),0.6,0.65,-8,14,13,1,-0.24,3,-0.72
Cc1nnc(SCC(=O)NCc2cccs2)n1-c1ccccc1,0.7,-0.11,-7,0,8,0.9,-0.41,-1,-0.53

# Two of the compounds above, with each value named:
CC(C)=CC(=O)OCC(=O)Nc1ccc(F)cc1Cl
  S1P3 agonist: -0.3	M1 ag: 0.18	Jurkat tox 60K: -9	HEK293 NFkB inh: 11	Ec RNAP inh: 5	TNAP act mid DEA: 0.9	M1 antag: -1.2	S1P1 ag pot: 5	D1 allo mod: x

CCOCC(=O)Nc1nc2ccc(S(C)(=O)=O)cc2s1
  S1P3 agonist: -0.9	M1 ag: 0.76	Jurkat tox 60K: 10	HEK293 NFkB inh: 16	Ec RNAP inh: 7	TNAP act mid DEA: 0.9	M1 antag: 0.35	S1P1 ag pot: -10	D1 allo mod: -0.12

# Quoted at random: three records from the list
SMILES,S1P3 agonist,M1 ag,Jurkat tox 60K,HEK293 NFkB inh,Ec RNAP inh,TNAP act mid DEA,M1 antag,S1P1 ag pot,D1 allo mod
CN1CCN(C(=O)c2ccc(CS(=O)(=O)c3c(Cl)cccc3Cl)o2)CC1,0.6,-0.57,-7,6,4,0.8,-0.075,-5,-0.74
CCCCc1ccc(S(=O)(=O)NCCc2ccncc2)cc1,-1.4,1.2,12,8,4,0.8,-1.1,19,x
Cc1nnc(SCC(=O)NCc2cccs2)n1-c1ccccc1,0.7,-0.11,-7,0,8,0.9,-0.41,-1,-0.53
